# Compound activity as filed in PubChem BioAssay.
# NPY-Y2 PAM-ag: NPY-Y2 potentiators or agonists, primary screen, cell-based; 220,000 compounds, 0.45% hits; cells expressing NPY-Y2, potentiator/agonist read-out; activation, % at 3.6 µM; AID 1359, 2008; in the data active means activation above about 27%;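 further: cells stimulated with NPY near EC25 plus isoproterenol at EC100; 0% = vehicle plus submaximal agonist and 100% = vehicle plus saturating agonist; some results beyond the cut were filed as inactive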
# PGE2 EP2 inh: human EP2 receptor antagonists, primary screen, TR-FRET cAMP, C6 glioma cells | Prostaglandin E2 receptor EP2 subtype (Homo sapiens), P43116 | C6 glioma cells expressing human EP2; cells stimulated with saturating PGE2 | inhibition, % at 25 µM | 260,000 compounds, 0.52% hits;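 active means percent inhibition above 40 after rounding to a whole number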;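 further: rat C6 glioma host cells with rolipram phosphodiesterase inhibitor present; the protocol text gives 20 µM as final concentration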
# NPY-Y1 antag: NPY-Y1 receptor antagonists, primary screen, cell-based | Neuropeptide Y receptor type 1 (Homo sapiens), P25929 | HEK293-CNG Y1 cells, membrane potential fluorescence; NPY at EC95, then isoproterenol | inhibition, % at 3.6 µM | 200,000 compounds, 1% hits | AID 1040, 2008;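 active means inhibition above the campaign mean inhibition of all tested compounds plus 3 SD, cut at about 20% in these data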;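 further: 0% = DMSO wells given NPY plus isoproterenol and 100% = isoproterenol alone without NPY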
#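 Material: HEK293 cells co-expressing NPY Y1 receptor and cyclic-nucleotide gated channel. Timing: compound incubation 1 h at room temperature, readout 45 min post-stimulation. Signal: fluorescence, membrane potential probe.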
# NPY-Y1 PAM-ag: NPY-Y1 receptor potentiators or agonists, primary screen, cell-based | Neuropeptide Y receptor type 1 (Homo sapiens), P25929 | NPY-Y1 expressing cells, potentiator/agonist activation | activation, % at 3.6 µM | 220,000 compounds, 0.37% hits | AID 1304, 2008; in the data active means activation above about 33%, passing the limit was not always enough;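 further: cells stimulated with NPY at EC10 then isoproterenol at EC100; 0% = low agonist plus stimulus and 100% = saturating agonist plus stimulus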
# EP2 mod: EP2 receptor modulators, cAMP readout, primary screen, cell-based, HTRF cAMP, PGE2 stimulation. Prostaglandin E2 receptor EP2 subtype (Homo sapiens), P43116. induction, % at 25 µM. EP2-expressing cells, cAMP HTRF FRET, PGE2 co-stimulation. 260,000 compounds, 0.83% hits. AID 940, 2007;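 active means compounds whose cAMP rise, as percent of the full-agonist control response, exceeds 60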;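 further: rat C6 glioma line stably carrying human EP2 under a CMV promoter; the protocol text gives 20 µM as final concentration; 100% = response of wells given 1 µM PGE2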
# p97 ATPase inh: inhibitors of human p97 ATPase, primary screen, biochemical | Transitional endoplasmic reticulum ATPase (Homo sapiens), P55072 | recombinant p97 ATPase, Kinase-Glo ATP luminescence, 3 h | inhibition, % at 8 µM | 220,000 compounds, 0.42% hits; in the data active means inhibition above about 15%;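 further: 0% = DMSO vehicle and 100% = wells lacking enzyme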
# Target sequence (P55072 whole entry, looked up): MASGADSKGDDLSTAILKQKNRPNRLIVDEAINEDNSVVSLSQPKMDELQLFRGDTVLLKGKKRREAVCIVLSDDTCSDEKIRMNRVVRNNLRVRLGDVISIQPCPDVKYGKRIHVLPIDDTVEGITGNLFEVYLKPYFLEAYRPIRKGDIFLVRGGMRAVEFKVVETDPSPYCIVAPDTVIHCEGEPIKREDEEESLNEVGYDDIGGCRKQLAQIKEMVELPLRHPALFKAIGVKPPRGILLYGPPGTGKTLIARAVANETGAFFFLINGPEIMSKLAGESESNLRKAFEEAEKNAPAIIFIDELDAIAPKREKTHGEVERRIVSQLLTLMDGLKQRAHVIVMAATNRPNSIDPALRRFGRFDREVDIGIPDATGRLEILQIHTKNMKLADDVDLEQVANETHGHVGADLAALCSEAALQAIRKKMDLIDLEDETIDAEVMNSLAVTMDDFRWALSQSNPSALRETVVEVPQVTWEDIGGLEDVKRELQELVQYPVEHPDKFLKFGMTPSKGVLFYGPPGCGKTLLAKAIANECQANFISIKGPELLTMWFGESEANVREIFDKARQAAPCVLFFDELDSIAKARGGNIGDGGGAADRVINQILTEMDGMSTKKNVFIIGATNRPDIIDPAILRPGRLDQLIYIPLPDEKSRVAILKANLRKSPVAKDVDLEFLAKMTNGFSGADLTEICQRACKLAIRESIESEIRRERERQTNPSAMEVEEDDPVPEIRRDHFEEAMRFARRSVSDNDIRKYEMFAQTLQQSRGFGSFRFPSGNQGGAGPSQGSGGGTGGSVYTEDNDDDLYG
# eIF4E-4G inh: eIF4E–eIF4G protein interaction inhibitors, primary screen, biochemical, uHTS, TR-FRET, eIF4GI fragment; Eukaryotic translation initiation factor 4E (Mus musculus) + Eukaryotic translation …; TR-FRET eIF4E-eIF4GI(517-606) binding, 2 h; inhibition, % at 21.7 µM; 220,000 compounds, 0.37% hits;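 active means inhibition above about 30%, limit read from the data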;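 further: 0% = full FRET control wells and 100% = background wells lacking eIF4GI fragment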
# S1P4 antag: S1P4 receptor antagonists, primary screen, cell-based | Sphingosine 1-phosphate receptor 4 (Homo sapiens), O95977 | S1P4-expressing cells, antagonist mode, reporter read-out | inhibition, % at 4.98 µM | 220,000 compounds, 0.26% hits | AID 1510, 2009; in the data active means inhibition above about 29%;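 further: 0% = wells stimulated with agonist and 100% = vehicle wells without agonist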
# S1P4 agonist: S1P4 receptor agonists, primary screen, cell-based | Sphingosine 1-phosphate receptor 4 (Homo sapiens), O95977 | S1P4-expressing cell line, agonist reporter assay | activation, % at 4.98 µM | 220,000 compounds, 0.35% hits | AID 1509, 2009; in the data active means activation above about 11%;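 further: 0% = DMSO vehicle and 100% = reference agonist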
# Active calls of the source: *; . = no result given; & = joins results of further samples; [ ] = another dose, or the depositor's remark.
SMILES,NPY-Y2 PAM-ag,PGE2 EP2 inh,NPY-Y1 antag,NPY-Y1 PAM-ag,EP2 mod,p97 ATPase inh,eIF4E-4G inh,S1P4 antag,S1P4 agonist
Cc1ccc(C(=O)N2CCN(c3ncnc4c3cnn4-c3ccccc3)CC2)cc1,3,10,-5,-11,.,3,.,-4,-0.3
CS(=O)(=O)N(CC(=O)N1CCCC1)c1cccc(Cl)c1,8,5,9,11,34,7,8,-1,0.8
CCOC(CNc1c([N+](=O)[O-])c(=O)n(C)c(=O)n1C)OCC,11,4,-1,-7,22,5,12,-19,1.6
CCN(CC)CCCNC(=O)c1cc(-c2ccc(O)cc2)on1,-4,15,-3,9,1,2,0,0,1.8
Cc1ccc(S(=O)(=O)N(C)CCCC(=O)Nc2ccc(F)cc2)cc1,11,5,-1,15,-17,-2,6,-11,0.8
CCOC(=O)C1CCCN(C(=O)Cc2c(C(=O)O)[nH]c3ccccc23)C1 (stereo unspecified),-4,6,-6,-8,-3,3,4,-3,-2.0
CC(NC(=O)c1ccc(Br)o1)c1ccccc1 (stereo unspecified),17,6,6,10,8,6,1,2,0.6
Oc1ccc(-c2csc(Nc3ncccn3)n2)cc1,2,4,-2,0,-54,3,-2,-15,0.7
CCNc1nc(NCC)n2c(SCC(=O)Nc3ccccc3[N+](=O)[O-])nnc2n1,-2,5,2,-2,10,1,12[fluorescence artefact?],-10,1.5
CCOc1cc(/C=N\NC(=O)Cn2nc([N+](=O)[O-])cc2C)ccc1OCc1cccc2ccccc12,-11,32,1,-9,18,-5,-26,-19,-3.1
O=C(O)c1cc(/C=C/C(=O)c2cc(F)ccc2O)c2c(c1)COCO2,-14,9,.,-17,-19,1,14,0,0.2
O=C1/C(=C/c2ccccn2)SC(=S)N1CCc1ccccc1,-24,11,.,-6,17,3,4,-4,0.8
NC(=O)c1c(NC(=O)c2cccnc2)sc2c1CCCC2,-3,10,2,-2,-45,-1,-2,11,-2.4
CCC(C)NC(=O)c1cc(-c2ccc(OC)cc2)on1 (stereo unspecified),6,6,4,4,-27,-2,2,-8,2.1
Cc1ccc(NC(=O)Nc2cc(S(C)(=O)=O)ccc2Cl)cc1,-11,12,.,-22,-46,-4,2,5,0.6
CCC(=O)NC(=S)Nc1ccccc1C(=O)OC,9,10,4,-7,-5,2,-3,-16,0.9
Cc1cc(C)c(C#N)c(Nc2ccccc2)n1,-14,6,-1,-22,24,-2,3[fluorescence artefact?],-2,1.0
Cn1c(SCC(=O)Nc2ccc(N3CCOCC3)c(Cl)c2)nnc1-c1ccccc1,-10,4,2,11,.,-2,.,-4,0.5
Clc1ccc(-c2noc(CSc3nnc(Cc4cccs4)n3-c3ccccc3)n2)cc1,-10,9,17,-29,-12,-19,9,-48,0.9
Cc1cc(OCc2nnc(SC(C)C(=O)O)n2Cc2ccccc2)ccc1Cl (stereo unspecified),-11,7,3,12,45,0,-1,-11,1.1

# Further compounds
SMILES,NPY-Y2 PAM-ag,PGE2 EP2 inh,NPY-Y1 antag,NPY-Y1 PAM-ag,EP2 mod,p97 ATPase inh,eIF4E-4G inh,S1P4 antag,S1P4 agonist
Cn1cnnc1Sc1nc([N+](=O)[O-])nn1C,-14,11&12,1,-6,6&22,-1,2,-3,0.8
O=C1c2ccccc2NC(c2cn[nH]c2-c2ccccc2)N1O (stereo unspecified),6,3,5,1,1,2,13,6,0.5
CNC(=O)NC(=O)COC(=O)c1ccccc1OCc1ccccc1,7,2,5,5,5,1,1,-6,-0.3
CCOc1ccc(Nc2ncnc3ccc([N+](=O)[O-])cc23)cc1,8,5,-4,16,-13,5,-4,-12,4.2
O=C(NCC1CCCO1)c1ccc2c(c1)OCO2 (stereo unspecified),9,9,10,-8,5,6,1,14,-0.7
COc1ccc(CNC(=O)c2csc(Cc3ccccc3)n2)cc1,-12,7,14,-38,-8,-2,-11,-3,-1.6
Cn1c(=O)n(C)c2cc([N+](=O)[O-])c(N3CCN(CCO)CC3)cc21,-2,7,-4,-12,-15,3,1,3,1.1
CCCC(=O)Nc1cc(C)c(NC(=O)c2ccncc2)cn1,0,16,-1,-3,3,3,6[fluorescence artefact?],7,0.3
O=C(Cc1cc(=O)[nH]c(=O)[nH]1)NCCN1CCOCC1,-5,18,4,4,13,-1,0,0,2.2
CCCOc1ccc(CSc2nnc(CCC)n2N)cc1,-34,17,-4,-14,-5,1,-8,16,0.1
COc1ccc(CNC(=O)CCn2c(=O)oc3ccccc32)c(OC)c1,-4,7,-4,7,9,2,7,1,-2.5
CCSc1ncc(Cl)c(C(=O)Nc2ccc(S(=O)(=O)Nc3onc(C)c3C)cc2)n1,11,10,-1,-14,11,2,2,-16,1.0
Cc1cc(C)nc(NC(=O)C(C)C)n1,-18,16,0,-8,1,-3,-5,-4,-0.9
Cc1ccccc1N(CC(=O)N/N=C/c1cc(Br)c(C)o1)S(C)(=O)=O,-10,13,-4,-2,11,-2,-1,6,1.1
COc1ccc(C2SCCN2C(=S)Nc2cccc(C(F)(F)F)c2)cc1 (stereo unspecified),11,14,3,9,-11,0,-3,1,-0.4
CCOc1ccc(C(=O)NCCC(=O)NCCCC(=O)O)cc1,11,6,2,-3,0,1,-2,3,0.2
Cc1cc(C)n(-c2ccccc2[N+](=O)[O-])n1,10,7,-4,8,15,0,-3,-6,0.2
COc1ccc(Br)cc1/C=C/C(=O)NC(=S)Nc1ccc(Cl)c(C(=O)O)c1,5,8,6,-1,23,3,-2,-25,1.0
CC(=O)n1nc(-c2ccc(C)cc2)nc1NCc1ccco1,0,8,5,-11,11,0,0,1,1.0
N#C/C(=C\C=C\c1ccccc1)C(=O)Nc1ccccc1,-3,9,0,-17,-10,6,3,9,2.6

# Later entries:
SMILES,NPY-Y2 PAM-ag,PGE2 EP2 inh,NPY-Y1 antag,NPY-Y1 PAM-ag,EP2 mod,p97 ATPase inh,eIF4E-4G inh,S1P4 antag,S1P4 agonist
O=C(NC(=S)Nc1cccc(C(F)(F)F)c1)c1csnn1,-7,0,1,-7,-33,5,4,11,-1.8
CC1(C)CC(=O)C(C=N)=C(O)C1,9,11,-3,0,7,3,1,-6,0.8
CN(C)S(=O)(=O)Oc1cccc(C(=O)Nc2ccc([N+](=O)[O-])cc2)c1,17,7,-9,11,-69,1,2,-20,-0.2
COc1ccccc1NC(=O)N1CCc2[nH]c3ccc(Cl)cc3c2C1,-8,20,-2,17,-39,-2,0,-8,2.4
Cc1onc(-c2c(F)cccc2Cl)c1C(=O)OCC(=O)Nc1c(C)n(C)n(-c2ccccc2)c1=O,-3,16,-4,-6,23,0,-5[fluorescence artefact?],-6,-1.7
Nc1ccc(N2CCCCCC2)cc1,2,7,-3,-3,-30,0,3[fluorescence artefact?],-12,1.1
Cc1ccsc1/C=N/n1c(-c2ccco2)n[nH]c1=S,-3,6,-4,-16,-1,4,22[fluorescence artefact?],-14,-3.6
COc1ccc(NC(=O)CN2CCN(C3c4ccccc4-c4ccccc43)CC2)cc1,8,5,-2,-17,20,5,5[fluorescence artefact?],6,-1.5
CCOc1ccc(-c2nnc3ccc(SCC(=O)Nc4nc5ccc(C)cc5s4)nn23)cc1,-2,3,-4,-21,51,-2,-2[fluorescence artefact?],-15,0.1
COc1cc(OC)c(OC)cc1CN1CCN(c2ccc(F)cc2)CC1,9,6,.,9,-9,0,2,-27,1.7
CCCCCn1c(=O)[nH]c2cc(C(=O)NCCCN3CCCCC3)ccc2c1=O,-10,3,-7,6,-25,-4,7,-23,1.1
COc1ccc(C(=O)Nc2ccc(Cl)cc2C(=O)N2CCCC(C)C2)cc1 (stereo unspecified),-16,11,-2,-18,8,0,-11,-16,0.6
CN(C)S(=O)(=O)c1ccc(C(=O)Nc2ccccc2OC(F)(F)C(F)F)cc1,-10,1,14,-18,-16,-4,1,9,0.0
CCCCNC(=O)CSc1nnc(Cc2ccccc2)n1CC,-1,10,1,7,11,6,-4,-21,-0.1
CC(=O)c1cccc(NC(=O)COC(=O)COc2c(Cl)cc(Cl)c3ccc(C)nc23)c1,-3,4,1,-1,6,-3,-2,3,-0.5
CCOc1nc2ccccc2nc1NS(=O)(=O)c1ccccc1,2,14,1,0,53,5,11,-3,-1.2
Cc1ccccc1NC(=O)CSc1nc(Nc2ccccc2)nc(N2CCOCC2)n1,-8,15,2,-4,33,1,-1,-12,0.5
O=C(OC(C(=O)NCc1ccco1)C(OC(=O)c1ccccc1)C(=O)NCc1ccco1)c1ccccc1 (stereo unspecified),10,5,12,-20,19,0,12,3,0.8
COc1ccccc1-c1nnc(NC(=O)c2ccc(S(=O)(=O)N(C)C)cc2)o1,12,13,-4,15,24,6,-5[fluorescence artefact?],-17,0.4
CC(=O)OCCCCON1C(=O)c2ccccc2C1=O,-4,14,-3,-1,41,-6,2[fluorescence artefact?],-7,-1.1

# One compound at a time (already shown). Values in the order: NPY-Y2 PAM-ag	PGE2 EP2 inh	NPY-Y1 antag	NPY-Y1 PAM-ag	EP2 mod	p97 ATPase inh	eIF4E-4G inh	S1P4 antag	S1P4 agonist
# COc1ccc(NC(=O)CN2CCN(C3c4ccccc4-c4ccccc43)CC2)cc1 is listed with 8	5	-2	-17	20	5	5[fluorescence artefact?]	6	-1.5
# CN(C)S(=O)(=O)c1ccc(C(=O)Nc2ccccc2OC(F)(F)C(F)F)cc1 is listed with -10	1	14	-18	-16	-4	1	9	0.0

# (cont.)
SMILES,NPY-Y2 PAM-ag,PGE2 EP2 inh,NPY-Y1 antag,NPY-Y1 PAM-ag,EP2 mod,p97 ATPase inh,eIF4E-4G inh,S1P4 antag,S1P4 agonist
O=C(NCc1ccco1)C(=O)NCC(c1ccco1)N1CCOCC1 (stereo unspecified),10,8,0,10,-11,-1,-8,-8,-1.0
CCCCOc1ccc(C2C(C(=O)c3ccc(C)o3)=C(O)C(=O)N2CC2CCCO2)cc1 (stereo unspecified),16,14,4,-2,31,8,-4[fluorescence artefact?],1,0.5
Cc1c(NC(=O)c2cc(-c3ccc(O)cc3)on2)c(=O)n(-c2ccccc2)n1C,11,11,.,15,17,6,-1,1,1.4
C=CCN(c1ccccc1OC)S(=O)(=O)c1ccc(Cl)c(C(=O)Nc2ccc(N3CCOCC3)cc2)c1,-16,5,-1,15,18,4,2,5,-1.0
O=C1N/C(=C/c2cccn2-c2ccccc2)C(=O)N1Cc1ccccc1F,12,13,5,6,-23,0,2,-5,0.4
O=C(CCC1CCCC1)N[C@@H](Cc1ccc(O)cc1)C(=O)O,-11,10,-2,-2,29,5,-1,3,0.6
O=C(CSc1nnc(-c2ccc(Cl)s2)o1)N1CCOCC1,-11,.,4,-19,.,-5,.,-10,1.6
CNC(=S)NCCC(c1ccccc1)c1ccccc1,-6,5,-9,5,12,-1,7,13,0.7
NC(=O)NC(=O)CSc1ccccc1,8,1,1,24,19,1,-1,-2,0.9
CCCOc1ccc(-c2nc(C#N)c(N3CCc4ccccc4C3)o2)cc1,-9,11,-2,8,30,3,2,0,0.5
Cc1cc(=O)n2c(-c3ccccc3C)n[nH]c2n1,9,19,0,0,13,-1,2[fluorescence artefact?],-19,1.9

# Only part of the results is shown; the hit share may differ from the screen's.
